Bioassay records from PubChem.
KDM5B inhibitor: KDM5B demethylase inhibition; Q9UGL1; KDM5B demethylase, FDH-coupled NADH fluorescence (FDH is formaldehyde dehydrogenase); Potency, µM (highest dose often 57.7 µM), for the others: at the highest dose activity change, negative = inhibition, most hits filed as inhibitors; 220,000 compounds, 2.6% hits; AID 1347165; active = well fitted inhibition curve with a large enough effect; inconclusive = small, poorly fitted or top-dose-only effect; inactive = no such curve, though single readings can be large or run the other way; also: 0% is about no effect; nearly all actives have a fitted effect of over 70% in size
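Measured: NADH fluorescence change, 30 min, RT. System: KDM5BΔAP 200 nM final, H3K4me3 peptide, α-KG, Fe(II), ascorbate, NAD⁺ plus FDH, pH 7.5 HEPES. Compounds: titrated, 10 min pre-incubation with enzyme.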
The depositor's hits bear a star; ? = inconclusive; & = joins results of further samples; [ ] = another dose, or the depositor's remark. Potency is read from the fitted curve at half-maximal effect. Not all compounds are listed (hit frequency here may not be typical).

SMILES	KDM5B inhibitor
COc1cccc(-c2cc3c(=O)n(CCNC(=O)c4cccc(Cl)c4)ccn3n2)c1	38.0%
COC(=O)CNC(=O)C1CCc2nnc(C3CCN(C(=O)c4ccc(Cl)cc4Cl)CC3)n21 (stereo not given)	22.5%[115 µM]
O=C(c1nc(-c2ccc(F)cc2)c2cnccn12)N1CCCC1	31.6µM*
CN1CCN(CCCNc2nc3ccccc3c3nc(-c4ccccc4)nn23)CC1	-4.1%
CS(=O)(=O)N1CCN(S(=O)(=O)c2ccccc2)C[C@H]1C(=O)N[C@@H](CC1CCCCC1)C(N)=O	3.9%
COc1cccc(/C=C(\C#N)C(=O)Nc2ccc(NC(C)=O)cc2)c1OC	?
CC1CCCN(c2ncnc3c2CN(c2ccc(Cl)cc2)C(=O)CN3C)C1 (stereo not given)	3.9%
CC(C)Oc1ccc(CNC(=O)C2Cn3cccc3C(=O)N2Cc2ccccc2)cc1 (stereo not given)	15.9%

New compounds follow:
SMILES	KDM5B inhibitor
O=C(NCCc1ccccc1)c1cnc2sc(N3CCCCCC3)nn2c1=O	-127.7%
CNC(=O)/C=C(/O)c1ccccc1	18.7%
CCOc1cccc(CNC(=O)Cn2c(C)ccc(NC(=O)NC)c2=O)c1	-29.2%
CCCCn1cnc2c1c(=O)n(CC(O)c1ccccc1)c(=O)n2CC(C)C (stereo not given)	5.3%
Cc1ccc(S(=O)(=O)N2C[C@@H]3OCC(=O)N(Cc4ccc(OC(F)(F)F)cc4)[C@@H]3C2)cc1	22.6%
CN1CCC(N2CCN(S(=O)(=O)c3cccc(Cl)c3)CC2)C1=O (stereo not given)	13.4%
CCNC(=O)CN1CCN(C(C(=O)O)c2c[nH]c3ccccc23)CC1 (stereo not given)	16.3%
COc1ccc(-c2coc3cc(OC(=O)C(C)(C)C)ccc3c2=O)cc1OC	?

Part of the list above in order of length of the SMILES, lowest first:
SMILES	KDM5B inhibitor
CN1CCC(N2CCN(S(=O)(=O)c3cccc(Cl)c3)CC2)C1=O (stereo not given)	13.4%
COc1ccc(-c2coc3cc(OC(=O)C(C)(C)C)ccc3c2=O)cc1OC	?
Cc1ccc(S(=O)(=O)N2C[C@@H]3OCC(=O)N(Cc4ccc(OC(F)(F)F)cc4)[C@@H]3C2)cc1	22.6%

Next section
SMILES	KDM5B inhibitor
CCNC(=O)N1CC[C@H]2CC(=O)N(CCN3CCNC3=O)CC[C@H]2C1	41.2%[86.2 µM]
Cc1cc(C(=O)N2CCC(OCC3CC3)C2)n(C)n1 (stereo not given)	-12.7%
CC(C)CCNC(=O)c1cn(C)c2ccc(S(=O)(=O)N3CCOCC3)cc2c1=O	-28.3%[11.5 µM]
C/C(=N/Nc1cc(C(F)(F)F)ccc1Cl)c1cccc(Br)c1	9.3%
Cc1cc2oc(=O)cc(CN3CCOCC3(C)C)c2cc1C(C)C	9.1%
CCN1C(=O)COC[C@@H]1[C@H](O)c1ccc(NC(=O)CC(C)(C)C)cc1	-4.7%[86.2 µM]
CCOC(=O)C1(Cc2ccccc2C(F)(F)F)CCN(C(=O)c2ccc[n+]([O-])c2)CC1	45.0%[activator]
O=C(O)CCn1ncc2cc(OCc3ccc(-c4ccncc4)cc3)ccc21	-16.7%[86.2 µM]

Next section
SMILES	KDM5B inhibitor
CCN1C(=O)C2(CCN(S(=O)(=O)c3ccc(F)c(C)c3)CC2)c2ccccc21	-0.4%
CCOC(=O)c1c(Nc2ccc(C)cc2)nnc(-c2ccccc2)c1-c1ccccc1	-22.7%
O=S(=O)(c1ccccc1)c1nnn2c1nc(Nc1ccccc1)c1cc(Cl)ccc12	?
O=C(N1CCCC1)N1CCn2c(nnc2C2CCCN2)C1 (stereo not given)	?
COC(=O)c1cccc(NC(=O)C2CCCN(C(=O)c3ccc(OC)c4ccccc34)C2)c1 (stereo not given)	-2.0%
O=C(Nc1ccc2ncnc(N3CCCCC3)c2c1)c1ccccc1	-17.7%
COc1ccc(Cl)cc1-c1ccc2c(c1)C(=O)N1CC[C@H](N)[C@H]1C(=O)N2	?
CNCCC(F)(F)F	12.5%

(next part)
SMILES	KDM5B inhibitor
CN1CCN(C[C@@H]2CN(C(=O)CCCc3ccccc3)C[C@@H]2CO)CC1	31.5%
COc1ccc(CN2C[C@@H]3C(=O)N(Cc4ccc5c(c4)OCO5)C(=O)[C@@H]3C2)c(OC)c1	-15.2%
CN(C)C[C@@H]1CN(c2ncccn2)C[C@H]1NC(=O)Cc1ccccc1F	31.6µM*
Cc1ccc2nc3n(c2c1)[C@@H](CNS(=O)(=O)c1ccccc1)COC3	-24.0%[86.2 µM]
COc1ccc(-c2nc(CC(=O)NC3CCN(Cc4ccccc4)C3)cs2)cc1OC (stereo not given)	?
Cc1nc2scc(C)n2c1/C=C/c1cc(C(=O)O)c2ccccc2n1	-16.4%
CC(=O)Nc1ccc(NCC(=O)NCc2ccc(Cl)cc2)c(C(F)(F)F)c1	14.5%
C#CCNC(=O)c1nc(C(C)(C)C)c2ccccn12	112µM*

(further entries)
SMILES	KDM5B inhibitor
O=C(CSCc1cnn(-c2ccccc2)c1-n1cccc1)NCc1ccccc1Br	-16.9%
CCOc1ccc(NC(=O)NCCc2noc(C)n2)cc1	-7.3%
O=C(Nc1ccc2c(c1)OCO2)c1cc(Cl)ccn1	-23.6%
NC(=O)c1ccccc1NCC1CC1(Cl)Cl (stereo not given)	?
O=C(NCCc1cccc2cccnc12)c1cc(-c2ccccn2)nc2ccccc12	7.2%
CCc1ccc(S(=O)(=O)N2CCC(n3cnnc3COC)CC2)cc1	26.5%
O=C(Nc1ccc(Br)cc1)c1cccc(S(=O)(=O)N2CCc3ccccc32)c1	23.3%
CC1CCCCN1C(=O)C1COC2(CCN(C(=O)c3ccco3)CC2)N1C(=O)c1ccccc1 (stereo not given)	8.8%

Other results.
SMILES	KDM5B inhibitor
Cc1cc(C)nc(NC(N)=NCc2cccnc2)n1	-14.8%&9.5%
COC(=O)c1ccc2nc(CO[C@H]3CN(Cc4ccc(OC)nc4)C[C@H]3F)[nH]c2c1	-25.6%[86.2 µM]
CCN(CC)CCNC(=O)CCn1c(=O)c2cccn2c2cccnc21	?
CCOC(=O)c1sc(=S)n(C)c1NC(=O)c1ccc(C(C)(C)C)cc1	?
CC(NC(=O)CN1CSCC1=O)c1cccc(Cl)c1 (stereo not given)	-2.5%
O=S(=O)(c1ccccc1)N1CCN(C(=S)NCCc2ccccc2)CC1	-8.6%
COc1ccc(C(=O)N[C@H]2CO[C@H]3[C@@H]2OC[C@@H]3n2cc(-c3ccccc3)nn2)cc1	-2.9%[86.2 µM]
COc1cccc(CNC(=O)C2Cn3cccc3C(=O)N2)c1OC (stereo not given)	-14.8%

Other entries follow.
SMILES	KDM5B inhibitor
Cc1ccc(-n2ccnc(NCc3cccs3)c2=O)cc1C	?
CNC(=O)[C@@H]1C[C@H](N)CN1C(=O)c1ccc(OC)c(OC)c1OC	-21.7%
CCCCNC(=O)CSc1nc2cc3c(cc2c(=O)n1CCCC(=O)NCc1ccc(OC)cc1)OCO3	1.0%
CC(OC(=O)CC12CC3CC(CC(Br)(C3)C1)C2)C(=O)Nc1ccc([N+](=O)[O-])cc1Cl (stereo not given)	6.5%
CC(=O)N1CCc2cc(Br)cc(S(=O)(=O)CCC(=O)N3CCN(c4cccc(C)c4C)CC3)c21	3.7%
CCCCCn1c(=O)[nH]c2cc(C(=O)N3CCN(c4cc(Cl)ccc4C)CC3)ccc2c1=O	-4.3%
COc1cc(=O)n2c(c1C(=O)Nc1ccc(C)cc1F)CCCC2	19.4%
COc1ccc(Cc2nc3ccc(C(=O)N(C)CCc4cnn(C)c4)cc3o2)cc1OC	0.1%

New compounds follow
SMILES	KDM5B inhibitor
Cc1ccc(Nc2c(-c3ccc(C)cc3)nc3cnccn23)cc1	?
CN(CCCC#N)Cc1cccc(C#N)c1	22.7%
C/C(=N\NC(=O)c1ccc2c(c1)OCO2)c1ccc(NS(C)(=O)=O)cc1	0.0%
Cc1ccccc1NC(=O)CSc1nc(=O)n(CCN2CCOCC2)c2c1CCC2	-6.8%
NC(=O)Cn1ccn2nc3c(c2c1=O)CCCC3	5.1%
O=C(Cc1cccc(F)c1)N1CCC(c2nc(C3CCOCC3)no2)C1 (stereo not given)	-5.7%
Cc1ccc(-c2ccc3nnc(CNC(=O)Cc4ccc(F)cc4)n3n2)cc1C	?
Cc1ccc(NS(=O)(=O)c2cccc(C(=O)OCC(=O)NCc3ccco3)c2)c(C)c1	-4.1%

Quoted at random: 5 compounds from above, in no set order.
SMILES	KDM5B inhibitor
Cc1ccc(Nc2c(-c3ccc(C)cc3)nc3cnccn23)cc1	?
Cc1ccc(NS(=O)(=O)c2cccc(C(=O)OCC(=O)NCc3ccco3)c2)c(C)c1	-4.1%
C/C(=N\NC(=O)c1ccc2c(c1)OCO2)c1ccc(NS(C)(=O)=O)cc1	0.0%
O=C(Cc1cccc(F)c1)N1CCC(c2nc(C3CCOCC3)no2)C1 (stereo not given)	-5.7%
Cc1ccccc1NC(=O)CSc1nc(=O)n(CCN2CCOCC2)c2c1CCC2	-6.8%

Further entries.
SMILES	KDM5B inhibitor
C=CCNC(=O)N[C@H]1[C@H](O)[C@@H](NCCOC)[C@@H]2OC[C@H]1O2	-8.5%[86.2 µM]
CN(Cc1ccc(CN(C)Cc2ccc3c(c2)OCO3)cc1)Cc1ccc2c(c1)OCO2	3.3%
CCc1nc2onc(C)c2c(=O)n1CC(=O)O	?
O=C1[C@H]2CN(Cc3cccc(OC(F)(F)F)c3)C[C@H]2C(=O)N1Cc1ccc2c(c1)OCO2	8.0%
COc1ccc(C(=O)NCCC2CCN(C(=O)Nc3ccc(F)cc3)CC2)cc1OC	-11.3%
CCc1cc(N2CCN(C(=O)[C@H]3CCC[C@@H](O)C3)CC2)ncn1	4.3%
COc1ccccc1NC(=O)NC[C@H]1O[C@H](Cc2cc(-c3cccc(O)c3)on2)CC[C@@H]1O	10.8%
CCc1ccccc1S(=O)(=O)N1CCC(n2cnnc2CCOC)CC1	20.5%

New compounds follow
SMILES	KDM5B inhibitor
CC(C)c1nnc2ccc(N3CCC(C(=O)Nc4ccccc4N4CCCC4)CC3)nn12	-27.3%
O=C(Cc1n[nH]c(=O)c2ccccc12)Nc1cccc(S(=O)(=O)Nc2cccc(Cl)c2)c1	7.9%
O=C(CN1CCCN(Cc2cccc(F)c2)S1(=O)=O)Nc1ccc2c(c1)OCCO2	-6.6%
COc1cccc(CCC(=O)Nc2nc(C(C)=O)cs2)c1OC	14.0%
O=S1(=O)CCN2C(c3ccc(Cl)cc3)=CSC2=N1	15.9%
CCOc1cc(-c2noc(CCC(=O)NC3CCCCC3)n2)ccc1OC	20.2%
O=C(Nc1ccc(NC(=O)c2cccs2)cc1)c1ccccc1	?
CCn1ccnc1CN(C)C(=O)c1ccc(OC2CCN(S(=O)(=O)N(C)C)CC2)cc1	8.9%

Carrying on.
SMILES	KDM5B inhibitor
N#Cc1cccc(C(=O)N2C[C@@H](CO)[C@H](c3ccccn3)C2)c1	-8.1%
Cc1ccc(C)n1-c1nn(S(=O)(=O)c2cccc(C(F)(F)F)c2)c2cccc(F)c12	-2.2%
CC(=O)c1ccc(NC(=O)CSc2nc(C3CCCC3)nc3c2c(=O)n(C)c(=O)n3C)cc1	7.6%
C=CCOc1cccc(-c2nc(C(=O)Nc3ccccc3)cs2)c1	?
CCCCCOC(=O)CSc1ncnc2sc3c(c12)CCC(C)C3 (stereo not given)	-7.4%
COc1ccc(-c2nc(-c3nnn4c3COC(c3ccc(C)cc3)C4)no2)cc1 (stereo not given)	-2.8%
CC1CCC(NC(=O)CCC2CCCO2)CC1 (stereo not given)	-13.7%
CN(Cc1cc(C[C@@H]2C[C@H](NC(=O)COc3ccccc3)C2(C)C)no1)c1ccccc1	-22.1%[86.2 µM]

Continued:
SMILES	KDM5B inhibitor
CCCCCCCCCCCCSCCC(=O)O	15.3%
COc1ccc(-c2cc3c(=O)n(CCNC(=O)c4c(F)cccc4F)ccn3n2)cc1	22.4µM*
COC1C(=O)N(c2cccc(F)c2)C12CCN(C(=O)C(C)C)CC2 (stereo not given)	-7.4%
CCN1CCN(C(=O)c2ccc(-c3nnc4ccc(NC(=O)C5CC5)cn34)cc2)CC1	28.2µM*
Cc1oc2c(c1C(=O)NCCN1CCCC1)CN(Cc1ccc(F)cc1)CC2	?
COc1ccc(NC(=O)[C@@H]2C[C@H](c3ccc(F)cc3)N(Cc3csc(C)n3)C2)cn1	?
COc1ccc(Cc2nnc(NC(=O)C3CCCO3)s2)cc1 (stereo not given)	-10.8%
COC[C@@H]1CN(C(=O)c2cc(Cl)ccc2OC)C[C@H]1C(N)=O	-7.8%

The list continues.
SMILES	KDM5B inhibitor
CCCCc1nc2cc(C(=O)N3CC(Oc4ccccc4OC)C3)ccc2o1	9.8%
CCN(C(=O)c1oc2c(c1C)C(=O)CC(C)(C)C2)c1ccccc1	-17.1%
O=C(COC(=O)c1n[nH]c2ccccc12)NCCc1ccc(Cl)cc1	?
CSc1ncc(C(=O)Nc2ccc(F)cc2F)c(-c2ccccc2)n1	-9.1%
CCN(CC)S(=O)(=O)c1ccc(-c2csc(-c3ccc(OC)c(OC)c3)n2)cc1	?
COc1ccc(CN(C(=O)c2ccco2)c2ccc(CC(=O)NC(C)C)cc2)cc1	-6.0%
O=C(c1ccnnc1)N1CC(F)(F)C[C@H]1c1nc(-c2ccccc2)no1	-8.1%
COc1ccc(C)cc1NC(=O)N1CCC(Oc2ncccc2C(=O)N(C)C)C1 (stereo not given)	4.6%
